Screens as filed in PubChem BioAssay.
INS-1E rescue: rescue of cytokine-induced death in INS-1E beta cells; INS-1E cytokine-induced death, ATP luminescence, 48 h; normalised: neutral wells 0, positive control 100; protection from cytokine-induced ATP loss, % at 10 µM; actives 0.1% (n = 20,000); AID 488910;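 active = mean replicate protection from cytokine-induced ATP loss at least 50% and at least 75% of replicates each reaching 50%; inconclusive = meets only one of the two criteria, mean or replicate share; inactive = fails both the mean and replicate share criteria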
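assay system = INS-1E rat insulinoma cells | amount = 8000 cells per well | medium = phenol-red-free RPMI with 5% fetal bovine serum | doses = one compound concentration, pin transfer | timing = 48 h cytokine plus compound treatment, 10 min reagent incubation | also added = IL-1β, TNF-α and IFN-γ cytokine mix | signal = CellTiter-Glo luminescence measuring cellular ATP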
T cruzi intra: inhibitors of intracellular Trypanosoma cruzi. intracellular Trypanosoma cruzi in host cells, plate reader. activity score (inhibition), % at 5.01 µM. actives 4.9% (n = 22,000); in the data active = activity score above about 55%; inconclusive = no clear call, values can overlap the other calls;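 note: parasites and compound incubated about four days before reading; 0% = median of neutral control wells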
* hit, by the source's call; u = inconclusive; x = no result given.

mol | INS-1E rescue | T cruzi intra
COc1ccc(S(=O)(=O)N(C)C[C@H]2Oc3ccc(NC(=O)Nc4ccc(C(F)(F)F)cc4)cc3CC(=O)N([C@H](C)CO)C[C@H]2C)cc1 | 2.8 | 64.7*
C[C@@H]1CN([C@H](C)CO)C(=O)c2cccc(NS(C)(=O)=O)c2O[C@@H]1CN(C)Cc1ccc(-c2ccccc2)cc1 | -0.7 | 13.5
O=C(O)CCCCCCC(=O)N/N=C/c1cc(Br)cs1 | 9.5 | 0.9
C[C@@H]1CN([C@@H](C)CO)C(=O)c2cc(NC(=O)Nc3cccc4ccccc34)ccc2O[C@@H]1CN(C)Cc1ccc(Cl)c(Cl)c1 | x | 51.8
C[C@@H]1CN([C@H](C)CO)C(=O)Cc2cc(NC(=O)CCN3CCOCC3)ccc2O[C@@H]1CN(C)C | -0.2 | -27.9
Cc1ccc(S(=O)(=O)Nc2cccc3c2O[C@@H](CN(C)Cc2ccc(-c4ccccc4)cc2)[C@@H](C)CN([C@H](C)CO)C3=O)cc1 | -46.1 | u
C[C@@H]1CN([C@H](C)CO)C(=O)c2cccc(NS(=O)(=O)c3cccs3)c2O[C@@H]1CN(C)CC1CCCCC1 | -2.5 | -18.6
C[C@H](CO)N1C[C@H](C)[C@@H](CN(C)CC2CC2)Oc2ccc(NS(=O)(=O)c3ccccc3)cc2C1=O | 1.8 | -14.1
Cc1noc(C)c1NC(=O)N(C)C[C@H]1Oc2c(NC(=O)c3ccc(-c4nccs4)cc3)cccc2C(=O)N([C@H](C)CO)C[C@@H]1C | 14.3 | -42.3
Cc1noc(C)c1S(=O)(=O)N(C)C[C@@H]1Oc2ccc(NC(=O)NC(C)C)cc2CC(=O)N([C@H](C)CO)C[C@@H]1C | 2.8 | -10.0
C[C@@H]1CN([C@@H](C)CO)C(=O)c2cccc(NC(=O)C3CCCCC3)c2O[C@H]1CN(C)S(=O)(=O)c1ccc(F)cc1 | 4.0 | 17.8
COc1cc(Cl)c(/C=N/NC(=O)c2cccc(C(=O)NO)c2)c(Cl)c1OC | -5.2 | -15.3

4 entries from above, set out differently.
Every second line gives: INS-1E rescue, T cruzi intra
> O=C(O)CCCCCCC(=O)N/N=C/c1cc(Br)cs1
  9.5, 0.9
> C[C@@H]1CN([C@@H](C)CO)C(=O)c2cccc(NC(=O)C3CCCCC3)c2O[C@H]1CN(C)S(=O)(=O)c1ccc(F)cc1
  4.0, 17.8
> COc1cc(Cl)c(/C=N/NC(=O)c2cccc(C(=O)NO)c2)c(Cl)c1OC
  -5.2, -15.3
> C[C@@H]1CN([C@H](C)CO)C(=O)c2cccc(NS(=O)(=O)c3cccs3)c2O[C@@H]1CN(C)CC1CCCCC1
  -2.5, -18.6

The listing continues.
mol | INS-1E rescue | T cruzi intra
C[C@@H]1CN([C@@H](C)CO)C(=O)Cc2cc(NC(=O)CCN3CCOCC3)ccc2O[C@@H]1CN(C)Cc1ccc(C(=O)O)cc1 | 1.0 | -11.1
C[C@H](CO)N1C[C@H](C)[C@H](CN(C)Cc2ccccc2)Oc2ccc(N(C)C)cc2C1=O | 1.6 | -3.7
CNC[C@@H]1Oc2ccc(NC(=O)CCCN(C)C)cc2C(=O)N([C@H](C)CO)C[C@@H]1C | 1.5 | 1.7
COc1ccc(NC(=O)Nc2cccc3c2O[C@H](CN(C)Cc2ccc(-c4ccccc4)cc2)[C@@H](C)CN([C@H](C)CO)C3=O)cc1 | 3.1 | -15.4
C[C@@H]1CCCCO[C@@H](CN(C)S(=O)(=O)c2cn(C)cn2)[C@@H](C)CN([C@H](C)CO)C(=O)c2cc(NS(=O)(=O)c3ccc(F)cc3)ccc2O1 | 4.2 | -9.1
C[C@@H]1CN([C@H](C)CO)C(=O)c2cccc(NC(=O)Nc3ccc(C(F)(F)F)cc3)c2O[C@H]1CN(C)CC1CC1 | -16.6 | -3.5
C[C@@H]1CN([C@H](C)CO)C(=O)Cc2cc(NC(=O)c3ccncc3)ccc2O[C@@H]1CN(C)S(=O)(=O)c1ccc(Cl)cc1 | 7.0 | -7.2
C[C@H](CO)N1C[C@H](C)[C@H](CN(C)C(=O)Nc2ccccc2)Oc2c(NS(=O)(=O)c3ccc(F)cc3)cccc2C1=O | 4.0 | 8.0
Cc1noc(C)c1S(=O)(=O)N(C)C[C@@H]1Oc2c(NC(=O)c3nc4ccccc4s3)cccc2C(=O)N([C@H](C)CO)C[C@@H]1C | -0.8 | 9.3
Cc1noc(C)c1S(=O)(=O)N(C)C[C@@H]1Oc2ccc(NC(=O)Nc3ccccc3)cc2CC(=O)N([C@H](C)CO)C[C@H]1C | 2.6 | -2.1
COc1ccc(S(=O)(=O)N(C)C[C@H]2Oc3ccc(NS(C)(=O)=O)cc3C(=O)N([C@@H](C)CO)C[C@H]2C)cc1 | 6.0 | -9.8
C[C@H]1CN([C@@H](C)CO)C(=O)c2cc(NS(=O)(=O)c3cn(C)cn3)ccc2O[C@H]1CN(C)S(=O)(=O)c1cn(C)cn1 | x | -0.1

(continued)
mol | INS-1E rescue | T cruzi intra
C[C@@H]1CN([C@H](C)CO)C(=O)c2cc(NC(=O)Nc3cccc4ccccc34)ccc2O[C@@H]1CN(C)S(=O)(=O)c1cn(C)cn1 | 10.8 | -1.2
C[C@@H]1CCCCO[C@H](CN(C)C(=O)Nc2cccc3ccccc23)[C@@H](C)CN([C@H](C)CO)C(=O)c2cc(NC(=O)Cc3ccccc3)ccc2O1 | 2.6 | 11.0
Cc1noc(C)c1NC(=O)N(C)C[C@H]1Oc2ccc(NC(=O)c3ccncc3)cc2C(=O)N([C@H](C)CO)C[C@H]1C | 8.5 | -14.6
C[C@@H]1CN([C@H](C)CO)C(=O)Cc2cc(NS(=O)(=O)c3ccc(F)cc3)ccc2O[C@H]1CN(C)Cc1ccccc1 | 2.1 | 24.1
Cc1noc(C)c1S(=O)(=O)Nc1ccc2c(c1)CC(=O)N([C@H](C)CO)C[C@@H](C)[C@H](CN(C)Cc1ccc(Cl)c(Cl)c1)O2 | -20.1 | 63.0*
C[C@H]1CN([C@@H](C)CO)C(=O)c2cccc(NS(C)(=O)=O)c2O[C@@H]1CN(C)Cc1ccc(C(=O)O)cc1 | 6.1 | -20.6
C[C@H](CO)N1C[C@H](C)[C@H](CN(C)CC2CC2)Oc2c(NC(=O)c3ccncc3)cccc2C1=O | 0.4 | -20.6
COc1ccc(NC(=O)N(C)C[C@H]2Oc3ccc(NS(=O)(=O)c4cn(C)cn4)cc3C(=O)N([C@H](C)CO)C[C@H]2C)cc1 | 7.3 | 2.4
Cc1ccc(S(=O)(=O)Nc2cccc3c2O[C@H](CN(C)C(=O)Nc2ccccc2)[C@@H](C)CN([C@H](C)CO)C3=O)cc1 | 5.1 | -19.5
O=C(CCCCCCC(=O)Nc1ccccc1O)N/N=C/c1coc2ccccc2c1=O | -1.2 | -19.0
C[C@H](CO)N1C[C@H](C)[C@@H](CN(C)C(=O)Nc2ccc3c(c2)OCO3)Oc2c(NC(=O)Nc3ccc(C(F)(F)F)cc3)cccc2C1=O | 1.9 | 10.2
C[C@@H]1CN([C@H](C)CO)C(=O)c2cccc(NS(=O)(=O)c3cccs3)c2O[C@@H]1CN(C)Cc1ccc(-c2ccccc2)cc1 | -11.1 | -5.7

Further records follow.
mol | INS-1E rescue | T cruzi intra
C[C@H](CO)N1C[C@H](C)[C@H](CN(C)S(C)(=O)=O)Oc2c(NC(=O)c3cnccn3)cccc2C1=O | 5.6 | -3.1
C[C@@H]1CN([C@@H](C)CO)C(=O)c2cc(NS(=O)(=O)c3ccc(Cl)cc3)ccc2O[C@H]1CN(C)Cc1ccc(C(=O)O)cc1 | -0.1 | 0.7
C[C@@H]1CN([C@H](C)CO)C(=O)c2cccc(NS(=O)(=O)c3ccc(Cl)cc3)c2O[C@H]1CN(C)C | -2.0 | -15.9
CC(C)NC(=O)N(C)C[C@H]1Oc2c(NC(=O)Nc3ccc(F)cc3)cccc2C(=O)N([C@H](C)CO)C[C@H]1C | 7.8 | -5.2
C[C@H]1CN([C@@H](C)CO)C(=O)c2cc(NS(=O)(=O)c3ccc(F)cc3)ccc2O[C@H]1CN(C)Cc1ccc(C(=O)Nc2ccccc2N)cc1 | 3.4 | -7.1
C[C@@H]1CN([C@@H](C)CO)C(=O)Cc2cc(NC(=O)C3CC3)ccc2O[C@@H]1CN(C)S(C)(=O)=O | 2.6 | -20.7
C[C@@H]1CCCCO[C@@H](CN(C)C(=O)Cc2ccccc2)[C@@H](C)CN([C@H](C)CO)C(=O)c2cc(N(C)C)ccc2O1 | 4.0 | -20.9
COc1ccc(NC(=O)Nc2ccc3c(c2)C(=O)N([C@H](C)CO)C[C@H](C)[C@@H](CN(C)CC2CCCCC2)OCCCC[C@@H](C)O3)cc1 | -17.0 | 76.0*
C[C@@H]1CN([C@@H](C)CO)C(=O)c2cccc(NC(=O)C3CCCCC3)c2O[C@H]1CN(C)CC1CC1 | -0.4 | 49.2
C[C@H]1CN([C@@H](C)CO)C(=O)c2cccc(NC(=O)NC3CCCCC3)c2O[C@@H]1CN(C)C(=O)NC1CCCCC1 | 3.4 | 5.3
C[C@@H]1CN([C@H](C)CO)C(=O)Cc2cc(NS(C)(=O)=O)ccc2O[C@H]1CN(C)S(=O)(=O)c1cccs1 | 3.9 | -4.2
C[C@@H]1CCCCO[C@@H](CN(C)C(=O)Nc2ccccc2)[C@@H](C)CN([C@H](C)CO)C(=O)c2cc(NC(=O)CCCCCC(=O)Nc3ccccc3N)ccc2O1 | 2.7 | -29.3

(list continues)
mol | INS-1E rescue | T cruzi intra
CC(C)NC(=O)N(C)C[C@@H]1Oc2c(NS(=O)(=O)c3ccccc3)cccc2C(=O)N([C@H](C)CO)C[C@@H]1C | 11.1 | 4.0
C[C@@H]1CN([C@H](C)CO)C(=O)c2cc(NC(=O)CCC(F)(F)F)ccc2O[C@H]1CN(C)S(=O)(=O)c1cccs1 | x | -10.0
COc1ccc(NC(=O)Nc2ccc3c(c2)C(=O)N([C@@H](C)CO)C[C@@H](C)[C@@H](CN(C)S(=O)(=O)c2ccc(F)cc2)O3)cc1 | 5.9 | -14.0
C[C@@H]1CCCCO[C@H](CN(C)C(=O)Nc2ccc(C(F)(F)F)cc2)[C@@H](C)CN([C@H](C)CO)C(=O)c2cc(N(C)C)ccc2O1 | 1.4 | 17.0
C[C@@H]1CN([C@H](C)CO)C(=O)c2cccc(NS(=O)(=O)c3ccccc3)c2O[C@@H]1CN(C)S(=O)(=O)c1cccs1 | 0.8 | 8.6
COc1ccc(S(=O)(=O)N(C)C[C@@H]2Oc3ccc(NS(=O)(=O)c4ccc(Cl)cc4)cc3C(=O)N([C@H](C)CO)C[C@@H]2C)cc1 | -5.8 | 14.6
C[C@H]1CN([C@@H](C)CO)C(=O)Cc2cc(NC(=O)C3CC3)ccc2O[C@H]1CN(C)C(=O)Nc1ccc2c(c1)OCO2 | 0.6 | 4.3
CC(C)NC(=O)N(C)C[C@@H]1OCCCC[C@@H](C)Oc2ccc(NC(=O)Nc3ccccc3)cc2C(=O)N([C@H](C)CO)C[C@@H]1C | 10.3 | -24.2
C[C@H](CO)N1C[C@H](C)[C@H](CN(C)C(=O)Nc2cccc3ccccc23)OCc2cn(nn2)CCCC1=O | x | -6.7
C[C@H](CO)N1C[C@H](C)[C@@H](CN(C)CC2CCCCC2)Oc2ccc(NC(=O)Cc3ccccc3)cc2C1=O | 0.9 | -16.9
O=C(N/N=C/c1ccc[nH]1)c1ccccc1O | -15.3 | -19.8
COc1ccc(S(=O)(=O)N(C)C[C@@H]2Oc3ccc(NS(=O)(=O)c4ccc(C)cc4)cc3CC(=O)N([C@H](C)CO)C[C@H]2C)cc1 | 2.4 | -8.5

Further entries:
mol | INS-1E rescue | T cruzi intra
C[C@@H]1CCCCO[C@H](CN(C)S(=O)(=O)c2cccs2)[C@@H](C)CN([C@H](C)CO)C(=O)c2cc(NC(=O)NC3CCCCC3)ccc2O1 | 7.5 | -33.0
Cc1ccc(S(=O)(=O)Nc2cccc3c2O[C@@H](CN(C)CC2CCCCC2)[C@H](C)CN([C@@H](C)CO)C3=O)cc1 | 11.1 | -11.5
COc1ccc(S(=O)(=O)Nc2ccc3c(c2)C(=O)N([C@H](C)CO)C[C@@H](C)[C@@H](CN(C)C(=O)Nc2cccc4ccccc24)O3)cc1 | 0.4 | -12.9
C[C@H](CO)N1C[C@H](C)[C@H](CN(C)C(=O)Nc2ccc(F)cc2)Oc2ncc(-c3cccc(F)c3)cc2C1=O | x | -60.5
C[C@@H]1CN([C@H](C)CO)C(=O)c2cccc(NC(=O)c3ccncc3)c2O[C@@H]1CN(C)C | 4.8 | -35.2
CC(C)NC(=O)N(C)C[C@H]1Oc2ccc(NC(=O)CCC(F)(F)F)cc2CC(=O)N([C@@H](C)CO)C[C@@H]1C | 19.7 | -24.5
COc1ccc(S(=O)(=O)N(C)C[C@@H]2Oc3ccc(NC(=O)Nc4ccc(C(F)(F)F)cc4)cc3CC(=O)N([C@H](C)CO)C[C@@H]2C)cc1 | -27.8 | 39.3
C[C@H]1CN([C@@H](C)CO)C(=O)Cc2cc(NC(=O)Cn3cnnn3)ccc2O[C@@H]1CN(C)Cc1ccc(C(=O)Nc2ccccc2N)cc1 | -3.9 | 37.0
CC(C)NC(=O)Nc1ccc2c(c1)C(=O)N([C@H](C)CO)C[C@H](C)[C@H](CN(C)Cc1ccc(C(=O)O)cc1)O2 | 4.6 | -14.7

Some of the compounds tested. The share of hits here may be higher or lower than overall.
